Source: PubChem BioAssay
XiGFP reactiv = activators of X-chromosome reactivation in mouse fibroblasts. actives 0.055% (n = 360,000). XiGFP mouse fibroblasts, % GFP-positive cells imaging, 3 d; cells co-treated with 5-aza-dC sensitizer; scaled so ellipticine positive control = 100%. activation, % at 7.58 µM. AID 743238;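 active = mean normalized replicate activation at least 10% and every replicate at or above 10%; inconclusive = only one of the two criteria met; inactive = mean below 10% and not all replicates reach 10%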;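 also: 0% = median of on-plate neutral control wells and 100% = ellipticine 6 µM median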
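System: 68-5-11 XiGFP fibroblast line; Timing: 3 days compound exposure; Compound dosing: one concentration, pinned; Benchmarks: positive control ellipticine, 6 µM final; Buffer or medium: DMEM containing 5-aza-dC.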
EWS-Fli inh = inhibitors of EWS/Fli oncoprotein transcriptional activity; A673 NR0B1-luciferase reporter, viability-normalised; inhibition, % at 12.6 µM; actives 0.67% (n = 350,000);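 active = mean inhibition of at least 50% after viability correction, with every replicate also passing that limit; inconclusive = mean reaches 50% but only one of two replicates passes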;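 also: firefly luciferase signal divided by Alamar Blue viability fluorescence both relative to DMSO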
ERp5 block = blocks human ERp5 reductase activity on insulin. Q15084. ERp5 insulin aggregation, absorbance 650 nm, 90 min. inhibition, % at 9.99 µM. actives 0.05% (n = 350,000). AID 651711;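 active = mean replicate inhibition above about 25%, with every replicate also reaching it, limit read from the data, passing the limit was not always enough; inconclusive = only one of those two criteria met; inactive = neither criterion met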
Target sequence (Q15084 whole entry, looked up): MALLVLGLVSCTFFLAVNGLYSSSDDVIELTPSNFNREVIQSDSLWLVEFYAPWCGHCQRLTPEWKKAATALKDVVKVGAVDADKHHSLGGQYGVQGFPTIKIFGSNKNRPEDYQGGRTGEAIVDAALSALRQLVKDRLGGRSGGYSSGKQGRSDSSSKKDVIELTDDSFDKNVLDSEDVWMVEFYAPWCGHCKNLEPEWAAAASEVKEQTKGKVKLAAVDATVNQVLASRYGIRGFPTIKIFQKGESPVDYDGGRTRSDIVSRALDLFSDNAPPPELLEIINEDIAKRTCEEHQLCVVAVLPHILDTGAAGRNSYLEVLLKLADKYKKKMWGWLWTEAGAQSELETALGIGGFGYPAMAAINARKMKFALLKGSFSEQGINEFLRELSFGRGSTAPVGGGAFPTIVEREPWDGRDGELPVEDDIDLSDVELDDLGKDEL
PAX8 reporter = inhibitors of PAX8 transcriptional activity in RMG-I cells; RMG-I TPO-luciferase reporter, SteadyGlo, 24 h; inhibition, % at 12.6 µM; actives 1.2% (n = 360,000);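 active = mean replicate inhibition at least 60% with every replicate also reaching 60%; inconclusive = only one of the two criteria is met; inactive = mean below 60% and not all replicates reaching 60%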;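 also: luciferase light reporting Pax8 driven TPO promoter activity; plate controls were median of neutral control wells for no effect and mitoxantrone controls for full effect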
CFTR F508del cor = CFTR F508del correction in bronchial cells | CFBE cells, YFP halide quenching; stimulated with forskolin plus potentiator P3; % fluorescence drop versus neutral controls | activity (quench increase), % at 7.58 µM | actives 0.36% (n = 350,000) | AID 720511;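 active = mean added fluorescence quench of at least 8% versus neutral control, with both replicates also reaching 8%; inconclusive = only one of the mean or replicate conditions met; inactive = mean below 8% and not both replicates reaching 8%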;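 also: cells transiently co-express mutant CFTR-F508del with the halide-sensitive YFP; corrector assay measuring rescue of mutant channel to the surface after 24 h compound exposure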
DENV2 CPE rescue = DENV2-induced cell death inhibition; DENV2-infected cells, cytopathic effect rescue, plate reader; CPE inhibition, % at 9.99 µM; AID 651640; actives 1.7% (n = 350,000); in the data active = CPE inhibition above about 20%, passing the limit was not always enough; inconclusive = no clear call, values can overlap the other calls; tested in BHK-21 cells;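 also: 0% = median of neutral control wells and 100% = median of positive control wells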
GSIS activator = primary screen for activators of insulin secretion dependent on glucose, INS-1E cells, GLuc reporter luminescence. INS-1E GLuc reporter insulin secretion, 2-3 h. activation, % at 16.6 µM. actives 0.61% (n = 370,000);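 active = lowest replicate activation of at least 40%, so every replicate reaches that level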;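 also: 0% = median of neutral control wells and 100% = median of IBMX positive control wells; some compounds called inactive have numbers as strong as hits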
ARNT TACC3 PPI = disruptors of human ARNT/TACC3 interaction; inhibition, % at 9.99 µM; actives 0.66% (n = 390,000); Q9Y6A5; AID 623870; AlphaScreen His-ARNT PAS-B/GST-TACC3 binding, luminescence; TACC3 fragment carries E629A point mutation;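 active = mean inhibition of replicates at least 50% and at least half of replicates each reaching 50%; inconclusive = half or more replicates reach 50% but mean below 50%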;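 also: 0% = complete ARNT plus TACC3 wells and 100% = ARNT alone without TACC3; many hits fall short of the cut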
Active calls of the source: *; ? = inconclusive; . = no result given. This is a random part of the collection, and some 4.2% of all compounds hit somewhere here.

SMILES	XiGFP reactiv	EWS-Fli inh	ERp5 block	PAX8 reporter	CFTR F508del cor	DENV2 CPE rescue	GSIS activator	ARNT TACC3 PPI
Cc1noc(C)c1NC(=O)Nc1ccc2c(c1)C(=O)N([C@H](C)CO)C[C@@H](C)[C@H](CN(C)C)O2	0.3	-3	0	-4	1.3	?	15	-3
COc1cnc(-c2ccccc2)nc1Oc1ccc(Cl)cc1C	-0.1	-1	?	-26	0.2	2	16	-3
CCC(C(=O)Nc1cccnc1)n1c(=O)[nH]c2ccccc2c1=O (stereo not drawn)	0.0	.	3	-5	0.1	-9	53	5
O=C(NCC1CC1)[C@H]1N[C@H]2c3ccc(-c4ccccc4F)c(=O)n3C[C@H]2[C@@H]1CO	0.1	4	0	.	1.8	-3	1	0
C[C@@H]1CN([C@@H](C)CO)C(=O)c2cc(NC(=O)Cn3cnnn3)ccc2O[C@H]1CN(C)C(=O)Nc1ccc2c(c1)OCO2	0.0	0	-1	.	0.6	-1	0	-35
COc1cc(/C=N/N=C2/NC(=O)C(Cc3ccccc3)S2)ccc1O (stereo not drawn)	0.0	12	0	-7	.	14	13	-4
CCS(=O)(=O)N1CC(=O)N2[C@H](CO)[C@@H](c3ccc(C#CC4CCCC4)cc3)[C@H]2C1	-0.1	-7	11	.	2.4	1	-4	.
O=C(c1cccc([N+](=O)[O-])c1)N1CCN(Cc2ccc3c(c2)OCO3)CC1	0.9	5	1	28	0.8	.	-3	-4
Cn1cnc2c1c(=O)n(Cc1cccc(Cl)c1)c(=O)n2C	0.3	-6	2	2	-2.2	1	14	-2
Cc1ccc(S(=O)(=O)N(C)C[C@H]2OCCCC[C@H](C)Oc3ccc(NS(=O)(=O)c4ccc(Cl)cc4)cc3C(=O)N([C@@H](C)CO)C[C@@H]2C)cc1	0.0	-26	5	89*	4.2	-2	4	6
NS(=O)(=O)c1ccc(CCNC(=O)NC23CC4CC(CC(C4)C2)C3)cc1	-0.2	-5	-7	5	1.5	-5	.	-2
CC(C)CC#Cc1cnc2c(c1)C(=O)N([C@@H](C)CO)C[C@@H](C)[C@@H](CN(C)C(=O)c1cccnc1)O2	0.0	-11	-6	.	-2.1	?	3	-3
C[C@@H]1CN([C@H](C)CO)S(=O)(=O)c2ccc(/C=C/c3ccccc3)cc2O[C@H]1CN(C)Cc1cccnc1	0.0	25	-5	56	-0.3	-4	-16	.
Cc1ccc(N2C(=O)c3ccccc3C2Nc2cccnc2)nc1 (stereo not drawn)	0.0	-21	3	-64	-3.7	3	-12	-3
COc1ccc(C)cc1N(C(=O)Cn1nnc(-c2ccc(C)o2)n1)C(C(=O)NC1CCCC1)c1ccncc1 (stereo not drawn)	0.0	8	3	8	1.3	3	-18	-1
CCN1CCc2c(sc(NC(=O)c3ccc(S(=O)(=O)N(CC)c4ccccc4)cc3)c2C(N)=O)C1	73*	49	3	.	0.8	12	.	1
O=C1C2C3C=CC(O3)C2C(=O)N1N=Cc1cccc2ccccc12 (stereo not drawn)	0.6	-4	-10	-35	-0.1	5	26	1
O=C1CS/C(=N/N=C/c2cccs2)N1	0.2	-1	-33	-29	-0.9	-3	11	1
O=C(Nc1nccs1)c1cn(-c2ccccc2)nc1-c1ccncc1	0.0	7	3	24	0.6	-1	12	-13
COc1ccc(CNC(=O)C[C@@H]2C=C[C@@H](NC(=O)c3cccc(F)c3)[C@H](CO)O2)cc1	0.3	11	-3	-9	0.9	?	15	2
COc1ccc(S(=O)(=O)N(C)C[C@H]2Oc3ccc(NC(=O)c4ccncc4)cc3CC(=O)N([C@@H](C)CO)C[C@@H]2C)cc1	-0.5	-1	-11	.	-0.7	-1	9	-7
Cc1cc(Br)ccc1NC(=S)NC1CCCC1	0.1	.	5	-37	-2.3	-4	47*	2
Cn1cc(CN2C[C@H]3CC[C@H]2C3)c(-c2ccccc2F)n1	0.0	0	0	-8	-1.9	0	-5	-8
Cc1ccc(C)c(NC(=O)CN(C)C(=O)c2cc(-c3cccs3)nn2-c2ccccc2)c1	0.4	.	5	1	-1.5	2	-6	0
CC1CCCN(S(=O)(=O)c2ccccc2[N+](=O)[O-])C1 (stereo not drawn)	-0.1	.	.	8	.	.	7	3
CCOc1ccc(CCNC(=O)c2ccc(Cl)c(S(=O)(=O)N3CCOCC3)c2)cc1OCC	0.2	13	5	10	-0.4	-8	-1	-10
C[C@@H]1CN([C@@H](C)CO)C(=O)Cc2cc(NS(C)(=O)=O)ccc2O[C@H]1CN(C)C(=O)NC1CCCCC1	0.3	-2	-6	-26	-1.0	5	5	7
O=C(CC1CC1)Nc1ccc2c(c1)[C@@H]1C[C@H](CC(=O)N3CCOCC3)O[C@H](CO)[C@@H]1O2	-0.1	0	.	-12	-2.7	-1	12	-6
CCOc1ccc(S(=O)(=O)N2CCN(C(=O)C3CC3C)CC2)cc1 (stereo not drawn)	0.4	12	-5	.	0.9	-1	-9	-21
Cc1c(CN2CCC(n3nccc3NC(=O)C3CCOC3)CC2)[nH]c2ccccc12 (stereo not drawn)	0.1	8	6	17	-0.6	10	17	-6
CCCc1cn(CC[C@@H]2CC[C@@H](NC(=O)Nc3ccccc3F)[C@H](CO)O2)nn1	0.2	4	0	9	3.2	-5	18	-3
O=C(C[C@@H]1CC[C@@H]2[C@H](COC[C@@H](O)CN2C(=O)c2ccccc2F)O1)NCc1ccc(Cl)c(Cl)c1	0.0	0	1	2	-2.6	3	-20	-16
CSC1=NCCCN1C(=O)c1c(-c2ccccc2Cl)noc1C	-0.1	6	0	1	0.1	3	0	2
CO[C@H]1CN(C)C(=O)c2ccc(NC(=O)Cc3ccccc3)cc2OC[C@@H](C)N(C(=O)c2ccccc2F)C[C@@H]1C	3.8	-8	?	3	0.8	-4	-16	3
Cc1ccc(S(=O)(=O)NCC[C@H]2CC[C@@H](NS(=O)(=O)c3ccccc3Cl)[C@@H](CO)O2)cc1	0.1	2	-1	-8	3.6	0	-6	-7
COc1ccc(C2=NN3C(C2)c2ccccc2OC3c2cccs2)cc1 (stereo not drawn)	0.0	-65	3	-154	3.0	-1	1	8

GSIS activator: hit marks shown above.
Compound | ERp5 block | CFTR F508del cor | GSIS activator | ARNT TACC3 PPI
Cc1cc(Br)ccc1NC(=S)NC1CCCC1 | 5 | -2.3 | 47* | 2

Additional results
SMILES	XiGFP reactiv	EWS-Fli inh	ERp5 block	PAX8 reporter	CFTR F508del cor	DENV2 CPE rescue	GSIS activator	ARNT TACC3 PPI
CO[C@@H]1CN(C)C(=O)c2cc(NC(=O)Nc3ccccc3F)ccc2OC[C@H](C)N(C)C[C@@H]1C	-0.2	-3	-1	.	-2.1	4	-7	5
O=C(COC(=O)CCC(=O)c1cccs1)NCc1ccccc1	0.0	6	0	-1	2.5	-1	16	5
Cc1cc(NC(=O)CSc2nc3c(c(=O)n2CCc2ccccc2)SC(C)C3)no1 (stereo not drawn)	-0.1	5	-2	11	1.9	-3	.	2
O=S(=O)(c1cccc(Br)c1)N1CCN(CCc2ccccc2)CC1	0.3	8	4	24	-3.2	-5	-27	1
O=C(/C=C/c1ccc(Cl)cc1)N1CCN(c2c(Cl)cccc2[N+](=O)[O-])CC1	0.0	0	-3	14	1.9	-4	0	0
CCc1nnc(NC(=O)c2cc([N+](=O)[O-])ccc2N2CCOCC2)s1	0.0	0	5	-7	-1.0	-5	19	-2
O=C(O)COc1ccccc1C=NNc1ccc([N+](=O)[O-])cc1S(=O)(=O)Nc1ccc(Cl)cc1	0.0	6	-1	-2	2.4	-3	-5	-6
COc1ccc(CC2=C(O)c3ccccc3C(=O)C2=O)cc1	0.0	-6	1	-39	2.3	1	2	24
CCOC(=O)C1(CC2CCCCO2)CCN(S(=O)(=O)c2ccc(C)s2)CC1 (stereo not drawn)	0.0	-6	-6	19	-2.2	-5	22	2
Nc1ccc(-c2nc3cc(N)ccc3o2)cc1	0.0	-28	3	-130	-2.0	1	4	-6
CCOc1ccc(-n2c(=O)c3sccc3n(CC(=O)NC3CCCCC3)c2=O)cc1	0.0	7	0	1	-1.1	2	-5	2
C[C@@H](NC(=O)[C@@H]1Cc2ccccc2CN1)C(=O)NCC1CCCO1 (stereo partly drawn)	0.1	1	7	-10	1.1	-2	4	3
CSc1ccc(/C=c2\s/c(=C\C(=O)C(C)(C)C)n(CC(=O)NCCC3=CCCCC3)c2=O)cc1	-0.1	-6	0	3	.	-7	-1	-8
CC(C)(C)NC(=O)c1ccccc1NC(=O)C1CC(=O)N(C2CCCCC2)C1 (stereo not drawn)	0.0	-4	1	-9	-1.5	7	11	-2
CSCCC(NC(=O)c1ccccc1Cl)C(=O)Nc1ccncc1 (stereo not drawn)	-0.1	-1	2	3	0.9	16	18	-17
COc1cc(C2NC(=O)NC(c3ccccc3)=C2C(C)=O)cc([N+](=O)[O-])c1O (stereo not drawn)	0.0	14	-7	-12	-1.1	7	6	-12
C[C@@H]1CN([C@H](C)CO)C(=O)Cc2cc(N(C)C)ccc2O[C@H]1CN(C)CC1CC1	-0.2	9	1	-9	-2.5	5	4	-6
CC(=O)Oc1cccc(/C=N\NC(=O)C(=O)N/N=C/c2cccc(OC(C)=O)c2)c1	0.3	43	0	-4	0.3	2	-7	7
COc1ccc(/C(C)=N/NC(=O)CNC(=O)C(c2ccccc2)c2ccccc2)c(OC)c1	0.1	6	3	-11	-0.1	-6	-32	-6
Cc1ccc(S(=O)(=O)Nc2nc3ccccc3nc2Nc2cccc(S(=O)(=O)N3CCCC3)c2)cc1	-0.2	1	7	-4	-2.1	2	5	-1
O=C(C[C@@H]1C=C[C@@H](NC(=O)Nc2ccccc2F)[C@H](CO)O1)NCc1ccc(F)cc1	1.8	-2	-7	6	-0.4	-5	15	1
C[C@@H]1CN([C@H](C)CO)C(=O)c2cc(-c3cccc(F)c3)cnc2O[C@H]1CN(C)C(=O)C1CCCCC1	0.0	9	-5	.	-3.5	-7	-15	11
CC(C)NC(=O)Nc1ccc2c(c1)C(=O)N([C@H](C)CO)C[C@H](C)[C@H](CN(C)S(=O)(=O)c1ccc(F)cc1)O2	0.4	-2	3	3	-0.4	0	-9	-9
COc1ccccc1NC(=O)N1CCCC1C(=O)Nc1ccc2c(c1)OCCO2 (stereo not drawn)	0.0	-9	0	6	-1.8	0	-9	-5
C/C(=N\NC(=O)c1cccc(S(=O)(=O)Nc2cccc(Cl)c2)c1)c1cccs1	-0.1	9	3	17	.	0	-2	.
CN1CCN(S(=O)(=O)c2ccc3ccccc3c2)CC1	0.3	-6	-2	6	0.9	15	5	-4
O=C(NCCCN1CCOCC1)c1cc(-c2ccc(F)cc2)nc2ccccc12	0.2	-21	-5	-2	-0.3	4	28	5
CC(C(=O)Nc1ccc2c(c1)OCO2)N1CCC(N2CCCCC2)CC1 (stereo not drawn)	3.1	-6	-4	6	-2.7	1	4	4
O=C(C[C@H]1CC[C@@H](NC(=O)Nc2ccccc2)[C@@H](CO)O1)NCc1ccccn1	-0.3	-3	16	8	-1.0	3	7	-7
